From PubChem BioAssay
mHTT CaM bind: inhibitors of human mutant huntingtin-calmodulin interaction. inhibition, % at 15 µM. hit rate 3.6% among 190,000. P42858. AlphaScreen His-mHTT/GST-CaM binding, luminescence. AID 1671202;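 further: 0% = both proteins with DMSO and 100% = one protein alone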
Target sequence (P42858 whole entry, looked up, stated change not applied): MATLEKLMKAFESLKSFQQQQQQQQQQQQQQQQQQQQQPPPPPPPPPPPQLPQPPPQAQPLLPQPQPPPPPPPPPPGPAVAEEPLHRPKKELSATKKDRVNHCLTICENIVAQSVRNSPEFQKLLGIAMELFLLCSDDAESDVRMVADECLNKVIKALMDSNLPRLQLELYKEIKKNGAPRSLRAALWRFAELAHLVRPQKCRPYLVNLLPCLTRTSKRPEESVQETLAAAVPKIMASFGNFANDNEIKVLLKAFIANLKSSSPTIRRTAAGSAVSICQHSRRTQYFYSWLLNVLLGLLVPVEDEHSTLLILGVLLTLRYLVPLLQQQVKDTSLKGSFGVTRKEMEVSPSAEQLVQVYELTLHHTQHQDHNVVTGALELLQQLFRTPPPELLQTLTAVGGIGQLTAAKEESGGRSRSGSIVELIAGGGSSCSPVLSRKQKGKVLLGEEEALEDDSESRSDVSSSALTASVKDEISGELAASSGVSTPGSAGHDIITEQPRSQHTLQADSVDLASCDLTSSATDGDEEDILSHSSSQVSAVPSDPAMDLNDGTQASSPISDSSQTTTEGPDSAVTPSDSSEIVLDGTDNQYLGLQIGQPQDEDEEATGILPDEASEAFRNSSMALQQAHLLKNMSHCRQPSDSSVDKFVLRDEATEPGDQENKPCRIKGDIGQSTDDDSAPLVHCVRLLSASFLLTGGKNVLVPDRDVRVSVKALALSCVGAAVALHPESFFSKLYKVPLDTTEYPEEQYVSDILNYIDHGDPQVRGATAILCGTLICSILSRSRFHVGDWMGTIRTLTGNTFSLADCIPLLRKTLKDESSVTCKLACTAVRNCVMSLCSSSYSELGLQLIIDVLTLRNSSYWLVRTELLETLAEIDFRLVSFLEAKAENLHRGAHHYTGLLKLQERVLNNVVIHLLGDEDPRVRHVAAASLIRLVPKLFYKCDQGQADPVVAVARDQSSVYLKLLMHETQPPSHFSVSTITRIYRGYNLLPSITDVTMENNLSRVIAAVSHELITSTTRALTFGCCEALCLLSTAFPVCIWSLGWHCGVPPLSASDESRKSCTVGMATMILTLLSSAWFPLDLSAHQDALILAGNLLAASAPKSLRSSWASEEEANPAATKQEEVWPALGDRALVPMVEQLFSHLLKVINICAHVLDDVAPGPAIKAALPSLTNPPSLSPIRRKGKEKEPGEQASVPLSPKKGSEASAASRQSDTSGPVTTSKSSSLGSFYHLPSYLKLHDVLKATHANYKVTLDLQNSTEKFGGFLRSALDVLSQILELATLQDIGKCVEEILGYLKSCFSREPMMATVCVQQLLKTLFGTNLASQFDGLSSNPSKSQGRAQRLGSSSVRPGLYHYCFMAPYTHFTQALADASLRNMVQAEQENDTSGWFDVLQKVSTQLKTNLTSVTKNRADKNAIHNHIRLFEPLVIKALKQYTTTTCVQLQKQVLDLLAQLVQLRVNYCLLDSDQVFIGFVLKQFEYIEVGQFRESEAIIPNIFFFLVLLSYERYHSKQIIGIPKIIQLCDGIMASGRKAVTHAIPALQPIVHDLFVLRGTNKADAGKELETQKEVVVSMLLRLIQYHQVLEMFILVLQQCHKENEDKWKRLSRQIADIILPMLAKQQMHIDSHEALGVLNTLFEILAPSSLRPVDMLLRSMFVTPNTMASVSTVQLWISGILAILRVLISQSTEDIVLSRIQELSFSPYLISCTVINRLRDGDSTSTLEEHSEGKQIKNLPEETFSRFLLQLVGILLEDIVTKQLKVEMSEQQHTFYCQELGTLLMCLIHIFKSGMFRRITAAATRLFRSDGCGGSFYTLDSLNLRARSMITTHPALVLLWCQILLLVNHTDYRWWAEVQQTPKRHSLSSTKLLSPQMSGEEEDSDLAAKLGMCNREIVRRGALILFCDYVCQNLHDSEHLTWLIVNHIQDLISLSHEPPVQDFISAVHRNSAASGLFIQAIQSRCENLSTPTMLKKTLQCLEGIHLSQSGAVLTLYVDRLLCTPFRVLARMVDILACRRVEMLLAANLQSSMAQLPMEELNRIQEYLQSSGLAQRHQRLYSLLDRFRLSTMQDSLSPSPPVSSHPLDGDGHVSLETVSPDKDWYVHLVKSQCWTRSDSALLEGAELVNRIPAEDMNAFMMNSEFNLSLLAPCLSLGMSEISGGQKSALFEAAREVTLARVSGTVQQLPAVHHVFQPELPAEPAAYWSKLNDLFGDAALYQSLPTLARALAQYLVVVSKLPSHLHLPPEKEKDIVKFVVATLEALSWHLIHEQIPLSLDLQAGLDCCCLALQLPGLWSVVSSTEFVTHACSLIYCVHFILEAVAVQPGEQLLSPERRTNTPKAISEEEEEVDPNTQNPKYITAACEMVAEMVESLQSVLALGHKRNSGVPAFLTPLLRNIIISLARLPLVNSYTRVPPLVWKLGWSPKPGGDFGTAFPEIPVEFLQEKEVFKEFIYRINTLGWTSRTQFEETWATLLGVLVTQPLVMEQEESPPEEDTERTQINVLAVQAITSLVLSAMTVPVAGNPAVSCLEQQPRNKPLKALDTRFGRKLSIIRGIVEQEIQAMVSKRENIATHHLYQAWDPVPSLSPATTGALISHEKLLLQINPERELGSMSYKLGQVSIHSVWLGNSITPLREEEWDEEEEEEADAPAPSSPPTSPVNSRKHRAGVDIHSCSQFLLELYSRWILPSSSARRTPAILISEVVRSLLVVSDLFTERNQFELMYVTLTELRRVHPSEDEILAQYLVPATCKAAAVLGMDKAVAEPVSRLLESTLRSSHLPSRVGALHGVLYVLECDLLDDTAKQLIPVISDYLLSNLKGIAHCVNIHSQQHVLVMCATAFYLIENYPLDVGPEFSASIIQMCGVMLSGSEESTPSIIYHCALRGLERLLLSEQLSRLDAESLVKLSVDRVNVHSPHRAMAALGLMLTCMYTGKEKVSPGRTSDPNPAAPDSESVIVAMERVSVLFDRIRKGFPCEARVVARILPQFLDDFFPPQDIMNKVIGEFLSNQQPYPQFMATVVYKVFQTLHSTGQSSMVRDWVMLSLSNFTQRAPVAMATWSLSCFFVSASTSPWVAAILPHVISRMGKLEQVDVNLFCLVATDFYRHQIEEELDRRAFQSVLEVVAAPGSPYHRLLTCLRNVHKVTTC
Pf apPOL block: Pf-apPOL DNA polymerase inhibition; Recombinant Pf-apPOL, molecular beacon fluorescence, 1.5 h; inhibition, % at 10 µM; hit rate 0.25% among 210,000
* marks the source's active call; other numbers are inactive results; i = inactive; · = no result given; & = joins results of further samples. No stated cut-off is given here; in the data, active means inhibition above about 50%; inactive means the rest.

SMILES	mHTT CaM bind	Pf apPOL block
CCCc1cc(C2CCCN2C(=O)c2cc(-c3ccccc3F)no2)no1 (stereo not drawn)	-22	0
Cc1cc2c(cc1C)NC(c1ccccc1Cl)C1=C(CC(C)(C)CC1=O)N2 (stereo not drawn)	3	-5
COc1ccc(C(=O)N2CCC(C(=O)Nc3ccc(Cl)cc3Cl)CC2)cc1	1	-9
C=CCN(C(=O)c1ccc(N2CC3CC(C2)c2cccc(=O)n2C3)c(N)c1)c1ccccc1 (stereo not drawn)	10	-5
CCCn1cnnc1C1CCCN(C(=O)Cc2cccnc2)C1 (stereo not drawn)	0	2
CCOc1ccc(C(=O)Nc2ccc(OC)cc2OC)cc1[N+](=O)[O-]	5	3
c1ccc(-c2csc(-c3ccc(-c4ccccn4)s3)n2)cc1	·	-9
Cc1ccc(CNC(=O)C2C3C=CC4(CN(Cc5cccnc5)C(=O)C24)O3)cc1 (stereo not drawn)	-4	-6
CC1CCCCC1NC(=O)CN1N=C(c2ccccc2)CCC1=O (stereo not drawn)	5	-13
COc1cc(/C=C2/N=C(c3cccc(F)c3)OC2=O)cc(OC)c1OC	4	-4
O=c1oc2cc(O)ccc2cc1-c1nnc(NCc2ccccc2)s1	-2	-8
c1ccc(-c2nonc2N=Nc2nonc2-c2ccccc2)cc1	-7	·
O=c1cc(-c2cc3cc(Br)ccc3oc2=O)c2ccc(O)c(CN3CCOCC3)c2o1	46	1
COc1cccc(NC(=O)CN2C(=O)NC3(CCCCC3)C2=O)c1	9	4
O=C(O)C1CCCCN1Cc1ccccc1 (stereo not drawn)	3	-2
C=CCNC(=O)C1CCN(c2nc3cccnc3s2)CC1	4	-2
O=C(c1ccsc1)N1CCc2c(nc3cc(-c4ccccc4Cl)[nH]n3c2=O)C1	43	-3
COc1ccc(C2CC(=O)Nc3c2c(C)nn3-c2nc3ccccc3s2)c(OC)c1 (stereo not drawn)	-7	3
CCCCOC(=O)Nc1ccc(C)c(Cl)c1	-72	-6
COCCNC(=O)NCCC1CCN(S(=O)(=O)c2ccc(F)cc2)CC1	44	-1

Profiles, looked up by structure. Order of screens: mHTT CaM bind, Pf apPOL block
`CCCn1cnnc1C1CCCN(C(=O)Cc2cccnc2)C1` (stereo not drawn) is listed with 0, 2
`O=C(O)C1CCCCN1Cc1ccccc1` (stereo not drawn) is listed with 3, -2
`C=CCN(C(=O)c1ccc(N2CC3CC(C2)c2cccc(=O)n2C3)c(N)c1)c1ccccc1` (stereo not drawn) is listed with 10, -5
`COc1ccc(C(=O)N2CCC(C(=O)Nc3ccc(Cl)cc3Cl)CC2)cc1` is listed with 1, -9
`CCCc1cc(C2CCCN2C(=O)c2cc(-c3ccccc3F)no2)no1` (stereo not drawn) is listed with -22, 0

The list goes on.
SMILES	mHTT CaM bind	Pf apPOL block
CC(C)C(=O)NCC(=O)N1N=C(c2cccs2)CC1c1ccc(F)cc1 (stereo not drawn)	20	-4
COc1cccc(/C=c2\sc3nc(=O)c(Cc4ccccc4)nn3c2=O)c1OC	-1	4
O=C1SC(c2ccccc2)=NC1=Cc1ccc(C(F)(F)F)cc1	·	-6&3
Cc1nn(C(=O)c2cccs2)c(C)c1Sc1ccccc1[N+](=O)[O-]	-4	0
Cc1ccc(Cc2c(C)nc3c(C(=O)NCc4ccc(Cl)cc4)cnn3c2C)cc1	40	-5
CCCOc1ccc(-c2csc3nc[nH]c(=O)c23)cc1	4	2
COc1cccc(N2C(=O)NC3CC2(C)Oc2ccc(Cl)cc23)c1 (stereo not drawn)	31	15
COc1ccc(-c2coc3c4c(ccc3c2=O)OCN(CC2CCCO2)C4)cc1 (stereo not drawn)	7	-4
CCn1c(-c2cc(NC(=O)C(C)C)n[nH]2)cc2ccccc21	4	-2
CC(C)CN1CCN(C(=O)C2CCc3sc(C(=O)N4CCCC4)cc3C2)CC1 (stereo not drawn)	5	-5
CC(C)n1cc2cc(C(=O)NCCCN3CCOCC3)sc2c1	19	3
Cc1noc(CNS(=O)(=O)c2ccc(OC(F)(F)F)cc2)n1	-17	0
O=C(Nc1ccccc1F)c1c(F)c(F)c(F)c(F)c1F	-7	2
O=C(NC1CC1)c1ccc2c(c1)CCN2C(=O)C1CC1	0	-4
O=C1c2ccccc2C(=O)N1CN(C(=O)c1ccc([N+](=O)[O-])cc1)c1ccc(F)cc1	1	-5
C#CCOCC1CCCN(S(=O)(=O)c2cc(F)ccc2OC)C1 (stereo not drawn)	4	-1
CN(C(=O)c1ccc(=O)[nH]c1)C1(C(=O)NC2CCCCC2)CCCCC1	5	-2
COc1ccc(NC(=O)N2CCCC2c2cc(C)no2)c(OC)c1 (stereo not drawn)	-4	1
COc1ccc(OC)c(S(=O)(=O)Nc2ccc3c(c2)CCC(=O)N3C)c1	1	3
CN1CCN(CC2CC=CCC2)CC1 (stereo not drawn)	-2	-6

In the list so far, seven have a thiophene ring, fused or not.
SMILES	mHTT CaM bind	Pf apPOL block
c1ccc(-c2csc(-c3ccc(-c4ccccn4)s3)n2)cc1	·	-9
O=C(c1ccsc1)N1CCc2c(nc3cc(-c4ccccc4Cl)[nH]n3c2=O)C1	43	-3
CC(C)C(=O)NCC(=O)N1N=C(c2cccs2)CC1c1ccc(F)cc1 (stereo not drawn)	20	-4
Cc1nn(C(=O)c2cccs2)c(C)c1Sc1ccccc1[N+](=O)[O-]	-4	0
CCCOc1ccc(-c2csc3nc[nH]c(=O)c23)cc1	4	2
CC(C)CN1CCN(C(=O)C2CCc3sc(C(=O)N4CCCC4)cc3C2)CC1 (stereo not drawn)	5	-5
CC(C)n1cc2cc(C(=O)NCCCN3CCOCC3)sc2c1	19	3

(further entries)
SMILES	mHTT CaM bind	Pf apPOL block
COc1ccc(S(=O)(=O)NCCOC23CC4CC(CC(C4)C2)C3)cc1	-10&-16	2&-8
CCCn1c(=O)c(N2CCN(C(=O)C(C)C)CC2)nc2ccccc21	0	-1
O=[N+]([O-])c1ccc(NN=Cc2ccc(-c3cccs3)s2)nc1	·	-16
CC(C)c1cc(C2CCCN2C(=O)c2cc(C(F)(F)F)n(C)n2)no1 (stereo not drawn)	-7	-2
O=C(NCc1ccco1)N1CCCn2nc(-c3cccnc3)cc2C1	8	-3
CCCNC(=O)N1CC(CC)Oc2ccc(Cl)cc21 (stereo not drawn)	-4	-4
COc1ccc(S(=O)(=O)Nc2cc3oc4ccccc4c3cc2OC)cc1	-3	-3
O=C(O)C1CCCCC1C(=O)Nc1cc(Cl)cc(Cl)c1 (stereo not drawn)	-2	-4
Cc1cc(C)cc(NC(=O)c2cc(C)n3nc(C)cc3n2)c1	-10	0
CC(C)(C)S(=O)(=O)c1sc(C=O)cc1C=O	25	-6
CC(=O)NCCc1csc(C2CCCN(C(=O)c3cc(Cl)ccc3F)C2)n1 (stereo not drawn)	-3	-4
Cc1c(C)c2cc3c(-c4ccccc4)coc3cc2oc1=O	-7	60*
CC(C)Cn1c(Br)nc2c1c(=O)[nH]c(=O)n2C	2	0
CC(=O)N1CCc2cc(-c3ccc(C(=O)N4CCCCC4)cc3)ccc21	-7	0
O=C(Nc1c2c(nn1-c1ccc(Cl)cc1)CS(=O)(=O)C2)C12CC3CC(CC(C3)C1)C2	2	-5
NS(=O)(=O)c1cccc(NC(=O)C2COc3ccccc3O2)c1 (stereo not drawn)	·	-4
O=[N+]([O-])c1ccccc1S(=O)(=O)Nc1ccc(S(=O)(=O)Nc2ccc(Cl)cc2)cc1	6	-14
CCOc1cccc(OCCCNC(C)C)c1	-4	0
Cc1ccn2cc(CCNS(=O)(=O)c3ccc4c(c3)CCCC4)nc2c1	3	-4
Nn1c(SCC(=O)NC23CC4CC(CC(C4)C2)C3)nnc1-c1ccc(Cl)cc1Cl	-1	-8
COc1ccc(NC(=O)Nc2ccc(Cc3ccc(NC(=O)Nc4ccc(OC)cc4)cc3)cc2)cc1	·	-2
Cc1ccc(-c2c(C(=O)NCc3ccccc3)oc(=O)c3ccccc23)cc1	-5	3
O=C(O)c1ccccc1SC/C=C/c1ccccc1	-5	-2
COc1ccc(S(=O)(=O)N2CCNC(=O)CC2)cc1	-3	2
Cc1ccc2c(C)nc(SCc3ccccc3)nc2c1	-5	-3
CCCCOc1ccc(C/C(N)=N/n2cnnc2)cc1	i	4
COc1ccc2c(c1)-c1nc(N)sc1CC2	28	-12
COCCNC(=O)c1cc(-c2ccc(Br)cc2)nc2ccccc12	-2	0
S=C(Nc1ccc(Br)cc1)OCCN1CCCC12CCC(c1ccccc1)CC2 (stereo not drawn)	35	-2
O=C(CCCn1nc(-c2ccccc2)ccc1=O)N1CCN(c2ccccc2F)CC1	6	-13
COc1ccc(-c2cc3nc4c(c(=O)n3[nH]2)CN(S(=O)(=O)c2ccccc2)CC4)cc1	21	11
O=C(c1cccnc1)N1CCC(c2nncn2Cc2ccccc2)CC1	-11	-3
CC(=O)Nc1ccc(S(=O)(=O)Nc2ccc(S(=O)(=O)Nc3cc(C)on3)cc2)cc1	12	-1
CC1CCN(C(=O)CN(c2ccc(Cl)c(C(F)(F)F)c2)S(=O)(=O)c2ccccc2)CC1	1	1
Cc1oc2ccn(Cc3ccc(F)cc3)c(=O)c2c1C(=O)N1CCCCCC1	40	-2
COc1cc(C2CC(C(F)(F)F)n3ncc(C(=O)NC(C)(C)C)c3N2)cc(OC)c1OC (stereo not drawn)	18	13
O=C(NC1CCN(Cc2ccccc2)CC1)c1ccc(F)cc1	-2	-7
COc1ccc(-c2noc(-c3ccc([N+](=O)[O-])c(C)c3)n2)cc1	2	-15
Cc1ccc(Cn2c(=O)c(CCC(=O)NC3CC3)nc3ccccc32)cc1	0	-4
CCCCOc1ccc(CC(=O)O)cc1	-3	-5

Compounds listed so far containing bromine:
SMILES	mHTT CaM bind	Pf apPOL block
O=c1cc(-c2cc3cc(Br)ccc3oc2=O)c2ccc(O)c(CN3CCOCC3)c2o1	46	1
CC(C)Cn1c(Br)nc2c1c(=O)[nH]c(=O)n2C	2	0
COCCNC(=O)c1cc(-c2ccc(Br)cc2)nc2ccccc12	-2	0
S=C(Nc1ccc(Br)cc1)OCCN1CCCC12CCC(c1ccccc1)CC2 (stereo not drawn)	35	-2

Going on with the list:
SMILES	mHTT CaM bind	Pf apPOL block
CCc1ccccc1N1C(=O)CCC1(C)C(=O)NCCOC (stereo not drawn)	-3	1
O=C1Nc2ccccc2N(O)N1c1cc(Cl)cc(Cl)c1	3	7
Cc1onc(-c2ccccc2Cl)c1C(=O)Nc1cccc2ccc(-n3ccnc3)nc12	43	6
O=C(NCCc1ccccc1)c1cc2n(n1)CCCN(Cc1ccc(Cl)cc1)C2=O	-2	-4
COC(=O)c1ccc(C=CC(=O)c2ccc(OC)cc2)cc1	1	-11
Nc1c(C(=O)NCc2ccc(Cl)cc2)nnn1-c1ccc2c(c1)OCCO2	-6	-9
O=C(NCCC1=CCCCC1)C1CCCN(S(=O)(=O)c2ccc(Br)s2)C1 (stereo not drawn)	0	-9
COc1ccc(C)cc1NC(=O)N1CCC(c2nc3ccncc3n2CC(C)C)C1 (stereo not drawn)	8	-6
COc1ccccc1C1CC(=O)Oc2cc(C)cc(C)c21 (stereo not drawn)	0	5
O=[N+]([O-])c1ccc2nc(CSc3nnc4sc5ccccc5n34)[nH]c2c1	-1	0
CCS(=O)(=O)c1nnnn1-c1ccccc1	1	2
C=CCNC(=O)C1CCCN(c2ccc(NC(=O)Cc3cccs3)cn2)C1 (stereo not drawn)	4	-6
O=C(Nc1cccc(F)c1)C1CCCN(C(=O)Cc2cccc3ccccc23)C1 (stereo not drawn)	-1	4
Nc1n[nH]c(-c2ccccc2Br)n1	-2	-2
O=C(Cn1cccc1-c1nnc(-c2ccccc2)o1)NCCc1ccccc1	4	1
O=S1(=O)N=CN(c2cc(F)cc(F)c2)c2ncccc21	-6	-1
Cc1ccc(NC(=O)c2cc(NC(=O)c3cccs3)ccc2N2CCOCC2)cc1	2	-2
COc1ccc(OC)c(N(CC(=O)Nc2cc(C)ccc2C)S(C)(=O)=O)c1	2	-4
O=C(Nc1cnc(-c2cccc(Cl)c2)nc1)c1ccsc1	-6	-4
O=C(NCc1ccc(Cl)cc1)c1ccc(Cn2nnc3ccccc3c2=O)cc1	40	-9
Cc1cccc(-c2noc(C3CCCN3C(=O)Nc3ccc(F)cc3)n2)c1 (stereo not drawn)	20	0
O=S(=O)(c1cccc2nsnc12)N1CCC(c2ccncc2)CC1	3	0
CCN1C(=O)CN(Cc2ccc(C)cc2)C(=O)C1c1cccs1 (stereo not drawn)	-1	1
O=C(NNc1ccccc1)Nc1cc(Cl)sc1Cl	·	-14
O=Cc1ccccc1-c1cn(CN2C(=O)c3ccccc3C2=O)nn1	4	1
O=C(Nc1cc(O)cc([N+](=O)[O-])c1)c1cc2nc(-c3ccccc3)cc(C(F)(F)F)n2n1	6	3
COc1cccc(/C=C(\C#N)c2nc(-c3cccc([N+](=O)[O-])c3)cs2)c1	3	-5
Cc1ccc(NC(=O)N2CCC(n3cnc4ccc(F)cc4c3=O)CC2)c(C)c1	-12	-2
Cc1ccc(NC(=O)N2CCCC2c2nc(-c3cccc(F)c3)no2)c(C)c1 (stereo not drawn)	-6	-3
Cc1ccc(N=C2SC(CC(=O)Nc3ccc(C(=O)O)cc3)C(=O)N2C)cc1C (stereo not drawn)	1	-3
CCC1=NOC(C(=O)Nc2ccccc2)C1 (stereo not drawn)	14	-3
COc1ccc(OCCn2ccnc2C)cc1	-5	-1
Clc1ccccc1C1NCCc2c1[nH]c1ccccc21 (stereo not drawn)	22	-6
COc1ccc(OC)c(NC(=O)C2CCC(CNS(=O)(=O)c3cccs3)CC2)c1 (stereo not drawn)	14	2
COc1ccc(OC)c(C2Nc3cccc4cccc(c34)N2)c1	27	·
Cc1ccccc1NC(=O)COc1ccc2c(c1)OC(C)(C)CC2=O	·	-2&3
Cc1ccc(C(=O)Nc2ccc(O)c(-c3nc4ccccc4s3)c2)cc1	-4	3
COc1ccc2oc(=Nc3cccc(C)c3)c(C(=O)NC(C)=O)cc2c1	4	2
Cc1cc(C)c(NC(=O)C2CCCN2Cc2ccccc2)c(C)c1 (stereo not drawn)	18	-6
O=C1c2ccccc2C(=O)N1Cc1cccnc1	·	-6
NS(=O)(=O)c1ccc(C(=O)O)cc1	1	-4&-2
COc1ccc(NC(=O)CN(c2cc(Cl)ccc2OC)S(C)(=O)=O)cc1OC	6	-5
